Source: PubChem BioAssay
LAP4-GFP MLPCN – alters LAP4-GFP fluorescence in TOR pathway yeast screen; 0.34% of 320,000 active; GFP response vs DMSO, % at 10 µM; S. cerevisiae LAP4-GFP multiplex, flow cytometry GFP, 3 h; median GFP as percent of DMSO wells;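 active = GFP response vs DMSO above a set limit, about the screen mean plus 3 SD, cut at about 150% in these data; inconclusive = under 70 cell events counted for the yeast strain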
AGP1-GFP MLPCN – modulators of TOR pathway AGP1-GFP in S. cerevisiae; AID 2066; 0.02% of 320,000 active; GFP response vs DMSO, % at 10 µM; S. cerevisiae AGP1-GFP multiplex flow cytometry, 3 h; GFP as percent of DMSO wells;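 active = GFP response relative to DMSO above a set limit, near screen average plus 3 SD, cut at about 150% in these data; inconclusive = fewer than 70 cells counted for the yeast strain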;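 note: median GFP channel fluorescence of the gated AGP1 strain per well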
MEP2 TOR yeast – modulators of TOR pathway MEP2-GFP in S. cerevisiae; S. cerevisiae MEP2-GFP strain, flow cytometry GFP, 3 h; 100% = DMSO control level; GFP response vs DMSO, % at 10 µM; 0.51% of 330,000 active;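 active = GFP response versus DMSO above a set limit, roughly screen mean plus 3 SD, cut at about 180% in these data; inconclusive = fewer than 70 cells counted for a yeast strain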;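 note: median GFP fluorescence of the barcode-gated MEP2-GFP cells per well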
CIT2 TOR yeast – yeast TOR pathway CIT2-GFP modulation; GFP response vs DMSO, % at 10 µM; 0.065% of 320,000 active; AID 2029; S. cerevisiae CIT2-GFP strain, flow cytometry, 3 h; 100 means same as DMSO wells;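 active = GFP response relative to DMSO above a set limit, near the screen mean plus 3 SD, cut at about 150% in these data; inconclusive = Fewer than 70 cells measured for a yeast strain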;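 note: ratio of well median GFP fluorescence to mean of DMSO wells on the plate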
AHR activator – activates the human aryl hydrocarbon receptor; P35869; AHR-responsive luciferase reporter cells, luminescence; activation, % at 5 µM; 2.5% of 320,000 active; AID 2796; in the data active = activation above about 47%;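 note: 0% = vehicle wells and 100% = reference agonist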
proCasp7 act – counter-screen for procaspase-3 activators: activators of human procaspase-7; P55210; recombinant procaspase-7, Ac-DEVD-pNA absorbance 405 nm; D23A/D198A/D206A triple mutant, cannot self-cleave; scale: DMSO 0, 5 µM enzyme 100; activation, % at 8.5 µM; 0.093% of 330,000 active; AID 463210;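 active = percent activation above the screen-wide mean plus 3 SD, cut at about 25% in these data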
Target sequence (P55210 whole entry D23A/D198A/D206A): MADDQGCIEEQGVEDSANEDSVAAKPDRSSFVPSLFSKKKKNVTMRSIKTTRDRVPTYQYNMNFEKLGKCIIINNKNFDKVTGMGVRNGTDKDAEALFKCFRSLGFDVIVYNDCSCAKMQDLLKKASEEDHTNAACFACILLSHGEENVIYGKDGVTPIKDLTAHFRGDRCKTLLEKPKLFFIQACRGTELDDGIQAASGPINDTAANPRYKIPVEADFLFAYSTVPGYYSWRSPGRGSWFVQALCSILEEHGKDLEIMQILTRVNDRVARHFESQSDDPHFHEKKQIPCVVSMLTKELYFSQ
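Assay system: Uncleavable procaspase-7 mutant enzyme | Input: 2 µM procaspase-7 mutant as dispensed | Timing: 1 h compound preincubation, 2 h substrate cleavage, 25 °C | Repeats: One well per compound | Control set: DMSO wells as 0%, DMSO with 5 µM added PC-7 as 100% | Technique: Epi-absorbance of released pNA at 405 nm, two timepoints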
RPL19A TOR yeast – modulators of TOR pathway RPL19A-GFP in S. cerevisiae; S. cerevisiae RPL19A-GFP strain, flow cytometry, 3 h; stronger effect = lower value; percent response vs DMSO, % at 10 µM; 0.3% of 330,000 active;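 active = percent response vs DMSO below 50%; inconclusive = fewer than 70 events counted for the yeast strain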;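 note: median channel GFP fluorescence of the barcoded RPL19A-GFP strain; ratio of sample median GFP to plate DMSO average so 100% = DMSO; lower means less RPL19A-GFP as with rapamycin TOR inhibition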
procasp3 activ – activates human procaspase-3; recombinant procaspase-3 D3A, Ac-DEVD-pNA absorbance 405 nm; activation, % at 8.5 µM; 0.11% of 330,000 active; AID 463141;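 active = activation above the mean of all tested compounds plus 3 SD, cut at about 21% in these data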;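 note: 0% = DMSO alone and 100% = DMSO wells spiked with extra 5 µM PC-3 D3A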
Target sequence (P42574 whole entry D9A/D28A/D175A): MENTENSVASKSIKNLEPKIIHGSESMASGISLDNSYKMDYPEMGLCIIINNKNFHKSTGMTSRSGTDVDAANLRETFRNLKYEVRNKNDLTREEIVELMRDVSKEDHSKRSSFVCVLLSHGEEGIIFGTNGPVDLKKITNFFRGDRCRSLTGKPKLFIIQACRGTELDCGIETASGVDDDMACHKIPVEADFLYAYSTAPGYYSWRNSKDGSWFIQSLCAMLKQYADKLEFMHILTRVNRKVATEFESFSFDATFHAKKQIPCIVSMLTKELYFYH
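assay system = Procaspase-3 D3A mutant | signal = absorbance at 405 nm, 0 and 120 min | times = 1 h preincubation plus 2 h reaction at 25 °C | repeats = single replicate | read-out = % activation between DMSO and enzyme-spiked controls | medium = Zinc-free HEPES saline buffer with Triton X-100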
The depositor's hits bear a star; ? = inconclusive; nt = not tested or not shown.

SMILES	LAP4-GFP MLPCN	AGP1-GFP MLPCN	MEP2 TOR yeast	CIT2 TOR yeast	AHR activator	proCasp7 act	RPL19A TOR yeast	procasp3 activ
Cc1ccc(NC(=O)CCCN2C(=O)NC(C)(C)C2=O)cc1	107.5	97.2	97.1	91.6	-1.4	4.2	101.2	2.4
O=C(CSc1nnc2ccccn12)NC(=O)NC1CCCCC1	100.0	104.4	101.3	101.6	13.5	1.6	100.2	-3.5
CCOC(=O)C1=C(COC(=O)C2CC(=O)N(CCc3ccccc3)C2)NC(=O)NC1C (configuration not stated)	114.4	107.0	106.8	108.5	1.1	3.5	105.1	-2.3
Cc1ccc(N2C(=O)C3C4C=CC(CNC(=S)Nc5cccc(Cl)c5)(O4)C3C2=O)cc1 (configuration not stated)	99.9	101.1	98.4	95.4	6.2	-28.7	105.8	-26.4
CCOCCCNC(=O)c1cc2sc(Cl)cc2n1CC	101.0	97.8	100.0	109.7	1.7	-5.7	nt	-3.1
CCOP(=O)(OCC)c1nc(-c2cccc3ccccc23)oc1N1CCOCC1	102.5	101.1	100.8	91.7	20.1	11.9	102.4	-1.1
COc1cc(Cl)ccc1NC(=S)N(CCN(C)C)C(C)c1ccncc1 (configuration not stated)	107.3	106.5	101.0	112.1	4.0	-15.4	101.2	-3.1
COc1cc(NC(=O)CSc2nc3c(C)ccc(C)c3cc2C)c(C(=O)O)cc1OC	96.8	103.6	109.8	95.9	5.9	-3.6	105.5	8.5
Cc1ccc(C2=CC(C)(c3ccc(C)cc3)Nc3nc(C(F)(F)F)nn32)cc1 (configuration not stated)	90.2	101.1	103.5	98.2	-6.0	-12.6	105.1	-3.9
Cc1onc(-c2c(Cl)cccc2Cl)c1-c1nnc(-c2ccc(Cl)cc2)o1	105.3	101.9	101.0	102.1	1.7	5.9	102.4	6.2
Cc1nc(Nc2ccccc2F)c2nnn(Cc3ccccc3Cl)c2n1	81.3	96.0	91.5	97.1	-3.7	13.3	104.1	13.4
CCCCn1ccc(=O)c2c(C(F)(F)F)nccc21	99.1	106.7	104.7	105.9	1.6	0.8	nt	2.1
Cc1ccc(N2C(=O)CS(=O)C(c3ccccc3)C2=O)cc1C (configuration not stated)	91.5	88.8	95.7	86.2	1.5	-32.8	85.7	-25.4
CC1CCN(CCCCOc2ccccc2[N+](=O)[O-])CC1	96.1	96.0	95.2	99.4	-0.2	2.7	94.6	-1.9
Cc1ccsc1-c1nc(CSCC(=O)NCCN2CCCC2)c(C)o1	97.8	96.2	116.2	98.9	0.8	5.7	96.0	-0.7
CS(=O)(=O)N1CCN(c2ccc(NC(=O)COc3ccccc3[N+](=O)[O-])cc2)CC1	99.1	100.7	96.3	97.3	-5.8	-6.3	100.2	-2.2
CC1CCCC/C1=N\NS(=O)(=O)c1ccc(Br)cc1 (configuration not stated)	101.0	105.1	97.5	108.1	0.2	4.5	101.8	-3.4
COc1ccccc1C(C(=O)NCc1ccccc1)N(C(=O)c1csnn1)C1CC1 (configuration not stated)	93.6	94.8	115.0	100.3	1.2	5.0	94.0	6.8
CCc1ccc(NC(=O)c2ccc3c(c2)C(=O)N(Cc2ccco2)C3=O)cc1	106.4	101.4	102.0	96.9	14.7	-10.9	97.1	8.4
Cc1cccn2c(=O)c(/C=C(\C#N)C(=O)NCc3ccco3)c(N3CCCC(C)C3)nc12 (configuration not stated)	95.2	95.9	90.4	83.2	-2.8	4.3	98.5	-4.1
CCCCN(CC)CCNC(=O)Cn1cnc2sc(C)c(S(=O)(=O)N3CCOCC3)c2c1=O	101.6	101.3	108.3	97.6	-1.2	-3.8	99.5	8.6
CCOC(=O)C1=C(COC(=O)c2ccc(Br)o2)NC(=O)NC1C (configuration not stated)	?	?	?	?	-2.0	-2.7	?	-4.0
COc1ccc(S(=O)(=O)N2CCOC2CNC(=O)C(=O)NCCc2ccccc2OC)cc1C (configuration not stated)	107.4	96.0	113.5	93.7	4.3	-3.5	98.9	8.0
CCSC1=NC(C)(C)C=C(C)N1	100.4	96.9	99.0	96.9	13.3	16.2	97.8	0.0
C=CCC1(CC=C)CCCN1C(=O)CC1C(=O)NCCN1Cc1ccccc1OC (configuration not stated)	93.0	93.8	98.9	95.9	-1.6	3.7	97.7	2.8

A few values from the results shown.
AGP1-GFP MLPCN, `Cc1ccc(NC(=O)CCCN2C(=O)NC(C)(C)C2=O)cc1` : 97.2
procasp3 activ, `Cc1nc(Nc2ccccc2F)c2nnn(Cc3ccccc3Cl)c2n1` : 13.4
MEP2 TOR yeast, `CCCCN(CC)CCNC(=O)Cn1cnc2sc(C)c(S(=O)(=O)N3CCOCC3)c2c1=O` : 108.3

Arranged by the number under RPL19A TOR yeast (highest first): 3 from the list above
SMILES	RPL19A TOR yeast
CCOC(=O)C1=C(COC(=O)C2CC(=O)N(CCc3ccccc3)C2)NC(=O)NC1C (configuration not stated)	105.1
COc1cc(Cl)ccc1NC(=S)N(CCN(C)C)C(C)c1ccncc1 (configuration not stated)	101.2
Cc1cccn2c(=O)c(/C=C(\C#N)C(=O)NCc3ccco3)c(N3CCCC(C)C3)nc12 (configuration not stated)	98.5

Entries of single compounds as entered above:
`CC1CCCC/C1=N\NS(=O)(=O)c1ccc(Br)cc1` (configuration not stated) in the list: LAP4-GFP MLPCN: 101.0; AGP1-GFP MLPCN: 105.1; MEP2 TOR yeast: 97.5; CIT2 TOR yeast: 108.1; AHR activator: 0.2; proCasp7 act: 4.5; RPL19A TOR yeast: 101.8; procasp3 activ: -3.4
`CCOC(=O)C1=C(COC(=O)c2ccc(Br)o2)NC(=O)NC1C` (configuration not stated) in the list: LAP4-GFP MLPCN: ?; AGP1-GFP MLPCN: ?; MEP2 TOR yeast: ?; CIT2 TOR yeast: ?; AHR activator: -2.0; proCasp7 act: -2.7; RPL19A TOR yeast: ?; procasp3 activ: -4.0

Additional results:
SMILES	LAP4-GFP MLPCN	AGP1-GFP MLPCN	MEP2 TOR yeast	CIT2 TOR yeast	AHR activator	proCasp7 act	RPL19A TOR yeast	procasp3 activ
CCOC(=O)C1CCN(C(=O)CCc2ccc(S(=O)(=O)NC(C)C)cc2)CC1	90.1	101.6	108.8	108.4	-0.6	5.8	108.0	-3.2
O=C1NC(=O)C(Cc2cccc(Oc3ccccc3)c2)S1 (configuration not stated)	102.3	93.9	99.2	93.3	4.1	-5.2	100.7	0.1
CC1(C)CCCC2=C1CC1C(=O)N(O)C(=O)C1C2 (configuration not stated)	111.1	108.9	102.0	nt	-0.9	9.3	107.4	3.0
C=CCNC(=O)/C(=C/c1ccco1)NC(=O)c1ccc(Br)o1	88.4	90.5	84.5	81.0	9.1	-3.5	87.1	-4.2
O=C(NCc1ccccn1)c1ccc(S(=O)(=O)Nc2ccccc2F)cc1	94.6	99.6	93.8	97.6	3.1	-2.4	96.1	2.1
CCCCn1c(Cc2ccccc2)nnc1SCC(=O)N1CCOCC1	93.8	101.1	98.1	98.5	0.1	-10.9	99.9	4.6
CS(=O)(=O)c1ccc(NS(=O)(=O)c2ccc3ccccc3c2)cc1	92.0	98.5	99.4	97.2	3.5	5.7	103.7	5.1
Cc1cccc(COC(=O)Nc2ccc(NC(=O)c3ccccc3Cl)cc2)c1	97.2	101.3	102.3	104.8	-3.9	6.9	102.0	-4.3
O=C(OCCCN1CCCCC1)c1ccc(O)cc1	95.2	93.0	87.3	113.0	3.0	1.5	nt	-16.6
CCn1ncc(/C=N/NC(=O)c2ccc3c(c2)OCO3)c1C	109.0	106.8	93.5	100.4	31.2	-7.2	107.5	1.7
CCc1cc(C(=O)Cc2ccc(F)cc2)c(O)cc1O	102.3	96.9	97.2	94.9	0.5	-4.9	106.5	-3.1
O=C(O)CCCC(=O)Nc1ccccc1Br	101.5	98.4	100.6	107.5	5.2	-1.4	97.3	-4.6
CS(=O)(=O)N(Cc1ccc(Cl)cc1)c1ccc(C(=O)NCCSCc2ccco2)cc1	92.9	102.3	99.5	105.6	2.3	6.0	98.7	3.8
Cc1cc(C)cc(OCC(=O)Nc2ccccc2C(=O)NCc2ccco2)c1	94.3	102.2	100.5	nt	12.5	12.6	98.8	8.5
CCOc1ccc(S(=O)(=O)N(CC(=O)Nc2cc(C)on2)Cc2ccccc2Cl)cc1	100.4	98.8	98.3	98.3	1.4	1.4	98.2	2.2
Nn1c(Cc2cccc3ccccc23)nnc1SCC(=O)N1CC(=O)Nc2ccccc21	99.1	97.4	97.9	95.1	-0.7	5.5	91.7	3.3
CCCCSCCCNC(=O)Nc1ccc(CC)cc1	100.3	102.1	105.8	98.3	-0.1	3.4	102.6	-2.1
CN(C)C(=S)c1ccccc1	110.2	111.5	99.1	107.4	-1.4	-11.6	96.9	6.8
Cc1ccnc(Nc2nc3ccccc3s2)n1	110.1	95.4	98.4	92.1	46.5	-4.3	96.7	1.7
COc1ccccc1N1CCN(CCCNC(=O)Cn2ncc3c([nH]c4ccccc43)c2=O)CC1	92.5	100.1	91.8	99.1	4.3	2.9	99.0	1.3
O=c1c2c3n(c(=S)nc2[nH]n1-c1ccccc1)CCCCC3	82.4	104.4	104.5	119.0	-6.2	-13.1	104.4	-2.9
COc1ccc(-n2cnnc2SCC(=O)Nc2cc(S(=O)(=O)N3CCCCC3)ccc2C)cc1	101.7	95.8	93.9	91.8	-2.3	-4.4	94.7	6.7
C#CCSc1ncc(S(=O)(=O)c2ccccc2)c(=O)[nH]1	109.7	102.7	103.5	99.8	-3.0	-9.6	98.8	-4.5
O=C(NCc1ccco1)/C(=C/c1cccnc1)NC(=O)c1ccco1	104.9	106.8	99.5	108.4	-1.5	1.7	101.1	-4.5
S=C(NCc1ccco1)Nc1ccc(Cl)c(Cl)c1	113.1	106.2	100.0	95.8	-0.8	-1.9	97.7	1.3

New compounds follow:
SMILES	LAP4-GFP MLPCN	AGP1-GFP MLPCN	MEP2 TOR yeast	CIT2 TOR yeast	AHR activator	proCasp7 act	RPL19A TOR yeast	procasp3 activ
N#CCCN1CCN(S(=O)(=O)c2ccc(C#N)cc2)CC1	90.0	93.8	94.9	93.9	-2.7	0.4	103.8	8.1
O=C(CSc1nc(Cc2ccccc2)nc2ccccc12)Nc1nc2c(s1)CCCC2	108.9	103.5	107.1	93.4	8.0	-12.4	99.3	-2.6
CCc1nnc2c3cnn(-c4ccccc4)c3ncn12	131.1	97.0	96.1	91.0	21.8	3.6	99.3	-2.3
COC(=O)c1ccc(-n2c(C)cc(/C=N/Nc3nc(C)cc(=O)[nH]3)c2C)cc1	91.8	99.1	96.7	96.6	10.1	4.4	94.3	-1.9
Nc1cc(Cl)ccc1N1C(=O)CCC1=O	91.0	80.1	110.6	101.0	8.6	2.1	103.2	1.5
C=CCn1c(COc2ccc(CC)cc2)nnc1SCC(=O)N(C)C1CCS(=O)(=O)C1 (configuration not stated)	98.5	98.7	105.7	97.4	-1.9	-6.0	96.9	-11.8
CSc1ccc(/C=C(\C#N)C(=O)NC2CCCCC2)cc1	82.8	89.2	57.7	93.6	-0.8	-4.6	100.4	-7.4
COc1cccc(C(=O)Nn2cnnc2)c1OC	80.7	96.2	106.7	112.2	1.6	-6.6	105.6	6.4
O=S1(=O)CCC(NS(=O)(=O)/C=C/c2ccccc2)C1 (configuration not stated)	102.2	112.6	103.9	94.9	2.2	5.0	98.2	8.4
CCN(CC(=O)NCc1ccc(Cl)cc1)C(=O)c1ccc2cc(OC)ccc2c1	111.9	98.2	103.0	94.7	0.0	2.7	102.2	8.5
